# STK33 kinase inh = inhibitors of human STK33 kinase. Q9BYT3. purified STK33, MBP phosphorylation, ADP-Glo luminescence. inhibition, % at 10 µM. actives 0.073% (n = 320,000). AID 2661;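 active means inhibition at or above 25%, using the most active replicate where run in duplicate; inactive means inhibition below 25%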
# Target sequence (Q9BYT3 whole entry, looked up): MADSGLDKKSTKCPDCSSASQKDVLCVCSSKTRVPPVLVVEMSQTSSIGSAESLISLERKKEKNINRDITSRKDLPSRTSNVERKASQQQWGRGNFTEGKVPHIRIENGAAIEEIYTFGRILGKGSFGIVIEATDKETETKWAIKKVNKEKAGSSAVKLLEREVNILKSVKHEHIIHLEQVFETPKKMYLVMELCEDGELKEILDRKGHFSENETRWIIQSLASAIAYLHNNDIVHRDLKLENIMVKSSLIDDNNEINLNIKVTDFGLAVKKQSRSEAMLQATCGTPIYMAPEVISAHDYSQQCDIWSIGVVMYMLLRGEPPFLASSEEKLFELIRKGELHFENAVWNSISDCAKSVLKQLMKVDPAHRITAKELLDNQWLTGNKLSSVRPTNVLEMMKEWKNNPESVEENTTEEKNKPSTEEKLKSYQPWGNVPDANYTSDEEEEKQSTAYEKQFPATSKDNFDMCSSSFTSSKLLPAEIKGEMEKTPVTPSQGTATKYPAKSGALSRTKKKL
# CHT allo act = human CHT allosteric activation. CHT-expressing cells, membrane potential dye, choline EC20; hits give high values; LV-AA mutant CHT in HEK293 cells. actives 0.49% (n = 310,000). Q9GZV3. B-score at 10 µM;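 active means initial fluorescence not abnormally high and integrated response B-score, plate-corrected, over 3 SD above library mean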
# Target sequence (Q9GZV3 whole entry, looked up): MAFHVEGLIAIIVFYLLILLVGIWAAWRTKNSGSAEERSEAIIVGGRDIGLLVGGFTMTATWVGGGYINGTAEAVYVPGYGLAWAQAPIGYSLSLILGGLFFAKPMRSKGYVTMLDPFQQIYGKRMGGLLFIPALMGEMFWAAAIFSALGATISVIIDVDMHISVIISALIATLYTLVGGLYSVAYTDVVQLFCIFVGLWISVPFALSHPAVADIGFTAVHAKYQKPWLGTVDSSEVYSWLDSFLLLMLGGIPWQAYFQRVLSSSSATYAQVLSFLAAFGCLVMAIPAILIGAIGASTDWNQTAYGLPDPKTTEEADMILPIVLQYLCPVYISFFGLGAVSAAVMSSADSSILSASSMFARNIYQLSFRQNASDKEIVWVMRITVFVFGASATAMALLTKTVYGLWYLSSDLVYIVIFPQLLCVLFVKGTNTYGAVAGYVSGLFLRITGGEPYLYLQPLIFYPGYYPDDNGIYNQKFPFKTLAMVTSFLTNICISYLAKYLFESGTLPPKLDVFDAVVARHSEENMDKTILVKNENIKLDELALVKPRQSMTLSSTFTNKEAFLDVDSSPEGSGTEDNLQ
# CHT block = human CHT choline transport inhibition. CHT-expressing cells, membrane potential dye, choline response; hits give low values. B-score at 10 µM. Q9GZV3. actives 0.86% (n = 310,000);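 active means B-score over 3 SD under the library average, and starting fluorescence ratio not unusually high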;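 further: choline stimulus applied at its EC90 after an EC20 pre-addition; B-score computed on integrated fluorescence ratio after choline addition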
# * = called active by the depositor; i = inactive; / = no result given. Random draw from the library; any-hit rate near 1.5%.
SMILES,STK33 kinase inh,CHT allo act,CHT block
COc1ccc(C(CC(=O)O)c2ccc3c(c2)OCO3)cc1 (stereo not given),-0.7,i,i
C=CCn1c(CSc2nc3ccccc3s2)nnc1SCC(=O)NCc1cccnc1,-2.2,i,i
CCS(=O)(=O)N1CCC(c2nc(-c3ccc(C(F)(F)F)cc3)no2)CC1,-0.4,i,i
CC(C)N(Cc1cn[nH]c1-c1ccc(-c2ccccc2)cc1)Cc1nccn1C,-1.4,i,i
Clc1cccc(Cn2ncc3ccccc32)c1,-0.9,i,i
CC1CCCCN1C(=O)C1CC(c2ccc(F)cc2)=NO1 (stereo not given),0.2,i,i
CCOC(=O)c1c(/N=C/C2C(=O)CC(C)(C)CC2=O)sc(C)c1C,/,i,i
O=C(c1c(F)c(F)c(F)c(F)c1F)N1CCc2ccccc21,-0.9,i,i
O=C(N/N=C\c1cc(Br)c(Br)o1)c1cncc(Br)c1,1.0,i,i
CC/C=C/C(=O)N1CC2(CC(c3cccc(NC(=O)CC(c4ccccc4)c4ccccc4)c3)=NO2)C[C@@H]1C(N)=O (stereo not given in full),1.2,i,i
O=[N+]([O-])c1cc(Cc2ccccc2)cc(C=Nc2ccc(N3CCOCC3)cc2)c1O,0.2,i,-5.86*
Cn1nc(-c2ccccc2)c(COC(=O)c2cccc(Cl)c2)c1S(=O)(=O)c1ccccc1,-1.0,i,i
CCc1c(C)c(C#N)c2nc3ccccc3n2c1NCCOC,-0.5,i,i
O=C(CCCCCN1C(=O)[C@@H]2Cc3ccccc3CN2C1=O)Nc1ccccc1Cl,0.1,i,i
Cn1cnnc1SCc1ccc(-c2ccc(Br)cc2)o1,-1.2,i,i
COc1ccc2c(C)nc(N/C(N)=N/S(=O)(=O)c3ccc(C)cc3)nc2c1,0.4,i,i
O=C(NCCCNc1ccc([N+](=O)[O-])cc1)C(F)(F)F,-0.7,i,i
Cc1onc(-c2c(F)cccc2Cl)c1C(=O)NC(=S)NC1CCS(=O)(=O)C1 (stereo not given),0.1,i,i
CN1C[C@H](C(=O)N[C@]2(C)O[C@@]3(O)[C@@H]4CCCN4C(=O)[C@H](Cc4ccccc4)N3C2=O)CC2c3cccc4[nH]cc(c34)C[C@H]21 (stereo not given in full),-0.9,i,i
O=C(N/N=C/c1ccc2c(c1)OCO2)c1ccn(Cc2ccc(Cl)cc2)n1,0.1,i,i
c1ccc2c(c1)C(=Nn1cnnc1)c1ccccc1-2,-2.2,i,i
O=c1[nH]n(CCO)c(=O)c2cccnc12,0.0,i,i
CNC(=O)C(C)N1c2cccc3cccc(c23)S1(=O)=O (stereo not given),-1.6,i,i
COc1ccc(N2CC(NC(=O)c3cccc4ccccc34)CC2=O)cc1OC (stereo not given),-0.3,i,i

# Gathered by group: the entries above containing an aryl methoxy group
SMILES,STK33 kinase inh,CHT allo act,CHT block
COc1ccc(C(CC(=O)O)c2ccc3c(c2)OCO3)cc1 (stereo not given),-0.7,i,i
COc1ccc2c(C)nc(N/C(N)=N/S(=O)(=O)c3ccc(C)cc3)nc2c1,0.4,i,i
COc1ccc(N2CC(NC(=O)c3cccc4ccccc34)CC2=O)cc1OC (stereo not given),-0.3,i,i

# More structures
SMILES,STK33 kinase inh,CHT allo act,CHT block
CCCCN1C(=O)C(=O)N(CC(=O)Nc2cc(S(=O)(=O)N(C)C)ccc2C)C1=O,0.4,i,i
Cc1ccc(CNC(=O)c2cc(S(=O)(=O)N3CCCC3)cn2C)cc1,-1.2,i,i
Cc1cccc(C(=O)n2c(=S)nc3ccccn32)c1,0.3,i,i
CCOC(=O)C1(CCOc2ccccc2)CCN(Cc2ccc(C(=O)OC)cc2)CC1,0.3,i,i
CN(C)CCOC(=O)CCc1ccccc1,-1.4,i,i
Cc1c(NC(=S)NC(=O)CSc2ccc(Cl)cc2)cccc1C(=O)O,-1.7,i,i
COc1ccc2c(c1)cc(C)c1nnc(SCC(=O)N(C)c3nc(-c4ccccc4)cs3)n12,1.1,i,i
c1ccc(C2CC(c3ccccc3)n3ncnc3N2)cc1 (stereo not given),-0.2,i,i
CC(C)n1c(SCC(=O)Nc2nncs2)nnc1C1CC1,0.7,i,i
O=C(O)CCn1cc(/C=C2\NC(=S)N(c3ccccc3)C2=O)c(-c2ccc(Br)cc2)n1,-1.1,i,i
COc1cccc(-n2c(=O)c3sccc3n(CC(=O)NCC3CCCO3)c2=O)c1 (stereo not given),-2.5,i,i
Cc1ccc(S(=O)(=O)N(C)Cc2nc(-c3ccc(Br)cc3)no2)cc1,-2.9,i,i
COc1ccc(N2CC(C(=O)N[C@@H](C)C(=O)NC3CCCC3)CC2=O)cc1 (stereo not given in full),5.9,i,i
Cc1ccc(C(=O)NCCc2nnc(SCC(=O)Nc3cccc(C(=O)O)c3)n2C)cc1,-2.8,i,i
O=C(CN1CCN(C(=O)c2ccco2)CC1)Nc1cc(Cl)ccc1Cl,-0.3,i,i
CCN(CC)CC(=O)Nc1ccc(-c2nc3cc(NC(=O)CN(CC)CC)ccc3o2)cc1,0.4,i,i
CC1(C)Cc2c(C#N)c(N3CCN(C(=O)c4ccccc4)CC3)nc(Cc3ccccc3)c2CO1,-0.4,i,i
CCc1ccc(C2c3[nH]c4ccccc4c3CCN2C(=O)CN2CCN(CC)CC2)cc1 (stereo not given),-1.7,i,i
COC(=O)Nc1ccc(S(=O)(=O)N2CCCC(C(=O)O)C2)cc1 (stereo not given),-1.5,i,i
COc1cc(NS(=O)(=O)c2ccc(C)c(C)c2)c(OC)cc1Cl,-0.9,i,i
C/C(CC1(O)C(=O)Nc2ccccc21)=N\O (stereo not given),-0.4,i,i
CCOC(=O)N1CCC(NC(=O)C2CCCN(S(=O)(=O)c3cccc4nsnc34)C2)CC1 (stereo not given),-1.7,i,i
O=c1c2ccccc2ncn1CCOCCOc1ccc([N+](=O)[O-])cc1,-0.4,i,i
O=C1c2[nH]nc(-c3ccccc3O)c2C(c2ccccc2F)N1Cc1ccco1 (stereo not given),-0.4,i,i

# Single records, as listed above. Order of values: STK33 kinase inh	CHT allo act	CHT block
# `O=c1c2ccccc2ncn1CCOCCOc1ccc([N+](=O)[O-])cc1` is listed with -0.4	i	i
# `CCN(CC)CC(=O)Nc1ccc(-c2nc3cc(NC(=O)CN(CC)CC)ccc3o2)cc1` is listed with 0.4	i	i

# Continuation.
SMILES,STK33 kinase inh,CHT allo act,CHT block
CCNC(=O)C(=O)Nc1cc2c3c(c1)CCN3C(=O)CC2,0.0,i,i
O=[N+]([O-])c1ccc(N2CCCCCC2)c([N+](=O)[O-])c1,-1.1,i,i
Cc1nnc(SCc2ccc(CSc3nnc(C)c(=O)[nH]3)cc2)[nH]c1=O,-1.0,i,i
CC(=O)NC1C(=O)SC1(C)C (stereo not given),-0.3,i,i
O=[N+]([O-])c1[nH]cnc1/C=C/c1ccccc1,1.1,i,i
COc1ccc(-c2cn3cccnc3n2)cc1,-0.3,i,i
CCOC(=O)c1nc(Nc2cc(Cl)ccc2OC)c2ccccc2n1,-0.8,i,i
CC(=O)N(C1=C(N2CCOCC2)C(=O)c2ccccc2C1=O)c1ccc(C(=O)O)cc1,-1.8,i,i
O=C(Nc1nccs1)c1ccc([N+](=O)[O-])cc1,-1.9,i,i
Cc1cc(=O)[nH]c(N/N=C/c2cn(CCC#N)nc2-c2ccccc2)n1,0.0,i,i
S=C1NC2(CCCCCC2)N=C1c1ccccc1,-0.1,i,i
O=C(COc1ccccc1[N+](=O)[O-])N(C1CCCCC1)C1CCS(=O)(=O)C1 (stereo not given),-1.7,i,i
CC(=O)c1cc2c(cc1NC(=O)CCCC(=O)O)OCO2,-0.2,i,i
C=CCNC(=O)CSc1nnc(-c2ccc(S(=O)(=O)N3CCCC3)cc2)n1C,2.7,i,i
O=S(=O)(c1ccc(SCCO)nc1)N1CCCC1,-4.0,i,i
CCOc1ccc(NC(=O)CN(C)C(=O)C2CC(=O)N(c3ccc4c(c3)OCCO4)C2)cc1OCC (stereo not given),-1.8,i,i
CCC(=O)OCCn1c(Br)nc2c1c(=O)[nH]c(=O)n2C,0.4,i,i
CNC(=S)N1CCN(c2nc(-c3ccc(F)cc3)cs2)CC1,0.3,i,i
O=C(c1cc2ncc(CCCl)cn2n1)N1CCCCCC1,-1.0,i,i
O=C(Nc1cccc(NC(=O)c2ccco2)c1)c1ccc([N+](=O)[O-])cc1,0.1,i,i
Cc1oc(-c2ccc(Cl)cc2)nc1CS(=O)CC(=O)NC(C)c1ccccc1 (stereo not given),0.3,i,-6.46*
CC(CCc1ccccc1)NC(=O)COC(=O)c1cccc(N(C)C)c1 (stereo not given),-1.1,i,i
CCNC(=O)/C(=C\c1ccc2c(c1)OCO2)NC(=O)c1ccc(Br)cc1,0.2,i,i
Cn1c(NCc2c(O)ccc3ccccc23)nc2ccccc21,-1.0,i,i
CCOC(=O)c1c(C)[nH]c(C(=O)CC(=O)OC)c1C,1.2,i,i
COc1ccc(N2CCN(c3nc(-c4cccs4)nc4ccccc34)CC2)cc1,1.1,i,i
O=C(COc1ccc(Cl)cc1)Nc1cccc(-c2ccc3nncn3n2)c1,-1.1,i,i
CC(=O)Cc1nsc(NC(=O)c2ccc(-c3ccc(F)cc3)o2)n1,-2.1,i,i
CN(C)c1ccc(NC(=O)C2C3C=CC(C3)C2C(=O)O)cc1 (stereo not given),3.2,i,i
COc1ccc(N(C(=O)c2ccco2)S(=O)(=O)c2ccccc2)cc1,-0.9,i,i
CCCCNC(=O)O[C@@H]1C[C@H]2CCCC(=O)N3CC[C@@H](C1)[C@@H]23,0.3,i,i
CCC(=O)N1CCN(c2nc(-c3ccccc3)c3c(c2C#N)CCCC3)CC1,-0.1,i,i
CC(=O)CC1=NC(C)(C)Cc2ccccc21,-1.7,i,i
Cn1c(N2CCN(C(c3ccccc3)c3ccccc3)CC2)nc2ccccc21,2.4,i,i
CS(=O)(=O)N(CC(=O)N1CCN(c2ccccc2)CC1)c1ccccc1Cl,0.1,i,i
CCN(CC)C(=S)Nc1ccc(Cl)c(Cl)c1,-1.3,i,i

# Filtered by structure, the entries above with a CF3 group (2)
SMILES,STK33 kinase inh,CHT allo act,CHT block
CCS(=O)(=O)N1CCC(c2nc(-c3ccc(C(F)(F)F)cc3)no2)CC1,-0.4,i,i
O=C(NCCCNc1ccc([N+](=O)[O-])cc1)C(F)(F)F,-0.7,i,i

# Records listed above printed as active in CHT block:
Structure | STK33 kinase inh | CHT block
O=[N+]([O-])c1cc(Cc2ccccc2)cc(C=Nc2ccc(N3CCOCC3)cc2)c1O | 0.2 | -5.86*
Cc1oc(-c2ccc(Cl)cc2)nc1CS(=O)CC(=O)NC(C)c1ccccc1 (stereo not given) | 0.3 | -6.46*

# The list goes on:
SMILES,STK33 kinase inh,CHT allo act,CHT block
CC(=O)N1CCC2(CC1)CC(=O)c1cc(OCC(=O)NCc3ccco3)ccc1O2,6.6,i,i
O=C(NC(=S)Nc1ccccn1)c1ccc([N+](=O)[O-])cc1,/,i,i
C=CCn1c(CNc2ccc(C)cc2)nnc1SCC(=O)N/N=C/c1ccc(O)cc1O,/,i,i
O=[N+]([O-])c1ccc(N2CCN(c3cccc(Cl)c3)CC2)cn1,-2.5,i,i
COc1ccc(C(=O)/C=C/c2ccccc2F)c(OC(=O)c2ccc([N+](=O)[O-])cc2)c1,-0.9,i,i
NC(=O)CCN1CCCCC1,-1.3,i,i
COC(=O)C1SCC2C(=O)N(Cc3ccccc3)CC(=O)N21 (stereo not given),-1.4,i,i
CCOc1ccc2ncc(S(=O)(=O)c3ccccc3)c(N3CCN(c4ccc(OC)cc4)CC3)c2c1,-1.9,i,i
CCN1CCN(CCNC(=O)CCc2c(C)c3c(C)nn(-c4ccccc4)c3n(C)c2=O)CC1,-0.7,i,i
O=c1cc(CSc2ccc(Cl)cc2)nc(N2CCCCC2)[nH]1,-1.4,i,i
O=C(CSc1ccccc1)Nc1nnc(COc2ccc(Cl)cc2)s1,-1.4,i,i
COC(=O)c1ccccc1CON1C(=O)C(C)(C)N(OCc2ccccc2C(=O)OC)C(=O)C1(C)C,0.6,i,i
COc1ccc2[nH]c3c(c2c1)CCNC3=O,-1.1,i,i
CCN(CC)S(=O)(=O)c1ccc(N=Nc2c(C)[nH]n(C(N)=S)c2=O)cc1,-1.9,i,i
O=C(Cn1nnc(-c2ccc3c(c2)OCO3)n1)NCc1ccccc1,0.1,i,i
CS(=O)(=O)N(CC(=O)NCc1ccco1)c1ccc2c(c1)OCO2,0.0,i,i
Cc1ccc(O)c(NC(=O)c2cc(C)no2)c1,0.0,i,i
CCOC(=O)c1[nH]c(C=O)c(C(=O)OCC)c1C,-0.9,i,-5.24*
CCOc1ccc(S(=O)(=O)n2nc(C)cc2C)c2ccccc12,-0.6,i,i
C=CCNC(=O)/C(=C\c1ccc([N+](=O)[O-])cc1)NC(C)=O,-1.5,i,-7.59*
CCCn1c(C)cc(C(=O)COc2ccc(S(=O)(=O)N(CC)CC)cc2[N+](=O)[O-])c1C,-0.1,i,i
CC(C)C(=O)Nc1cccc(C(=O)Nc2nncs2)c1,-0.6,i,i
CCNC(=O)CC1C(=O)N(c2ccccc2)C(=O)N1CCC(C)C (stereo not given),-3.1,i,i
Cc1ccc(Oc2nccc(-c3ccc(Cl)cc3)n2)cc1,-1.8,i,i
CC(c1ccccc1)N1CC(C(=O)N2CCN(c3ccccc3)CC2)CC1=O (stereo not given),-0.3,i,i
COc1ccccc1NC(=O)c1ccc(-c2ccccc2[N+](=O)[O-])o1,-0.9,i,i
Cc1ccc2c(c1)N(CC(=O)NCCCN1CCCCC1)C(=O)CO2,-4.2,i,i
CCCOC(=O)c1cc(=O)[nH]c2ccccc12,0.7,i,i
Cc1ccc(NS(=O)(=O)c2c(C)[nH]c(C)c2C(=O)N2CCCC2)cc1Cl,-2.1,i,i

# Compound activity as filed in PubChem.
